# pCIP destab: compounds decreasing mouse p/CIP protein stability; decrease of EGFP signal, % at 10 µM; 0.01% of 290,000 active; F442A p/CIP-EGFP cells, EGFP fluorescence, 16 h; AID 1984; Q05BA5;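 active = EGFP signal decrease of at least 30% at 10 µM or well 3 SD below plate mean, unless failing retest; inactive = the rest, including hits failing retest or dose response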; note: some compounds called inactive have numbers as strong as hits; many of its hits are not listed in these tables
# VIM-2 inhibitor: inhibitors of Pseudomonas aeruginosa VIM-2 metallo-beta-lactamase; purified VIM-2, nitrocefin hydrolysis, epi-absorbance fluorescence; inhibition, % at 5.6 µM; 0.89% of 290,000 active;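 active = inhibition above the mean of all tested compounds plus 3 SD, cutoff set per screening run, cut at about 7.5% in these data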;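 note: red hydrolysis product quenches plate fluorescence so inhibitors raise well fluorescence; 0% = enzyme with DMSO and 100% = DMSO without enzyme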
# IDE inh: cellular human IDE inhibition. P14735. HEK cells, FAbetaB cleavage, fluorescence polarization. inhibition, % at 5.59 µM. 0.41% of 320,000 active;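 active = percent inhibition above the average of all tested compounds plus 3 SD, set per screening campaign, cut at about 16% in these data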;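 note: IDE supplied by intact live HEK cells; FP after avidin binding of uncleaved biotin substrate so inhibition keeps polarization high; 0% = DMSO wells and 100% = 60 µM reference IDE inhibitor Ii1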
# PfM18AAP inh: blocks P. falciparum M18 aspartyl aminopeptidase; recombinant PfM18AAP, H-Glu-NHMec fluorogenic cleavage; inhibition, % at 7.35 µM; 1.2% of 290,000 active;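 active = inhibition above the campaign mean inhibition over all tested compounds plus 3 SD, cut at about 28% in these data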;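 note: 0% = plate median of test compound wells and 100% = 2 mM ZnCl2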
# HCV NS3 hel inh: HCV NS3 helicase inhibition; AID 1800; inhibition, % at 10.9 µM; 0.56% of 290,000 active; NS3 helicase DNA unwinding, Cy5 molecular beacon fluorescence;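 active = inhibition above the mean of all tested compounds plus 3 SD, set per campaign, cut at about 35% in these data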;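 note: 0% = DMSO wells and 100% = thioflavine S control wells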
#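 System: NS3 helicase fragment of HCV / Schedule: 1 h at 25 °C / Control set: DMSO alone as 0% and 110 µM thioflavine S as 100% / Reagent: Cy5/quencher beacon DNA duplex and ATP to start / Technique: Cy5 fluorescence / Replication: singlicate / Evaluation: % inhibition of end-to-start signal ratio versus controls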
# IMP-1 inhibitor: inhibitors of Pseudomonas aeruginosa IMP-1 metallo-beta-lactamase; inhibition, % at 5.6 µM; purified IMP-1, nitrocefin hydrolysis, epi-absorbance fluorescence; AID 1556; 0.45% of 290,000 active;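 active = inhibition above the mean plus 3 SD of all compounds in the same screening run, cut at about 4.5% in these data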;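 note: 0% = IMP-1 with DMSO and 100% = DMSO wells lacking enzyme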
#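 System: purified recombinant IMP-1 beta-lactamase. Medium: Zinc- and detergent-supplemented HEPES buffer, pH 7.1. Compound: one 5.6 µM dose […]. Schedule: 15 min preincubation plus 25 min reaction at 25 °C. Technique: Epi-absorbance fluorescence, 480 nm excitation, 530 nm emission.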
# FID counter: displaces DNA intercalator in HCV helicase counter-screen; DNA fluorescent intercalator displacement, fluorescence; inhibition, % at 7.9 µM; 0.17% of 290,000 active; in the data active = inhibition above about 37%;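 note: 0% = vehicle and 100% = reference compound; higher means more ethidium bromide displaced from hairpin DNA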
# IDE cell activ: IDE (human) activation, cell-based; HEK cells, FAbeta-B cleavage, fluorescence polarization; 0% vehicle, 100% cell-free pure enzyme wells; activation, % at 5.96 µM; AID 493087; P14735; 0.073% of 340,000 active;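 active = activation above the mean of all tested compounds plus 3 SD, set per screening campaign, cut at about 17% in these data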
# SUMO HTRF inh: SUMOylation inhibition | P63279 | HTRF SUMOylation assay, SAE1/SAE2 + UBC9, in vitro | inhibition, % at 35 µM | 0.36% of 290,000 active | AID 2006; in the data active = inhibition above about 50%, passing the limit was not always enough; note: strong numbers were not always called active
# Target sequence (P63279 whole entry, looked up): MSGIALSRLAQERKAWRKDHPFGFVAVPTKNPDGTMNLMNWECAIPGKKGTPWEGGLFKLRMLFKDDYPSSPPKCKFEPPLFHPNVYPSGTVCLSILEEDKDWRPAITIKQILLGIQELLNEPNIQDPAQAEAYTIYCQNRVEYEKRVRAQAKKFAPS
# An asterisk follows results filed as active; . = not tested or not shown.
SMILES,pCIP destab,VIM-2 inhibitor,IDE inh,PfM18AAP inh,HCV NS3 hel inh,IMP-1 inhibitor,FID counter,IDE cell activ,SUMO HTRF inh
COc1ccc(N2CCN(C(CNC(=O)C(=O)NCCCn3ccnc3)c3ccco3)CC2)cc1 (stereo unspecified),-9.7,0.6,-6.4,17.9,-15.3,0.0,22.7,4.0,15.9
N=c1c(C(=O)NCc2ccco2)cc2c(=O)n3ccccc3nc2n1Cc1ccc(Cl)cc1,-14.4,4.6,-5.1,12.7,24.8,-1.7,-0.5,1.1,9.4
CCCN(CCC)CCCNC(=O)CS(=O)Cc1nc(-c2ccc(OC)c(OC)c2)oc1C (stereo unspecified),-0.8,-4.7,12.2,-4.6,10.5,-3.6,10.9,-0.6,1.3
C[n+]1ccc(/C=C/c2c[nH]c3ccc(F)cc23)cc1,-59.3,6.0,.,9.4,-7.8,4.6*,29.5,-10.3,4.6
CCOC(=O)CN1C(=O)C2(OCCCO2)c2ccccc21,-6.9,-2.1,-5.5,1.4,-1.2,-0.5,-0.7,7.0,27.0
CCN(CC)CCNC(=O)Cn1cnc2sc(C)c(S(=O)(=O)N3CCN(c4ncccn4)CC3)c2c1=O,5.0,1.1,-3.3,-7.5,5.0,-2.9,11.9,6.3,-4.3
Cc1ccc(-c2nn(-c3ccccc3)cc2/C=N/NC(=O)CSc2nnc(C)n2-c2ccccc2)cc1,-1.3,-1.8,7.0,2.8,-26.7,-3.1,-22.1,3.9,-42.5
CCOC(=O)C1CCCN(C(=O)/C=C/c2ccc([N+](=O)[O-])cc2)C1 (stereo unspecified),-14.9,-1.0,1.4,-3.0,-13.2,-1.2,-9.4,-0.6,0.5
COc1ccccc1NC(=S)NNC(=O)c1nn(C)c(C)c1Cl,-0.6,-8.1,-3.1,10.9,3.9,-5.4,-11.6,5.3,-9.7
COc1ccccc1/C=N/NC(=O)c1nnn(-c2nonc2N)c1-c1cccs1,0.9,-3.0,-3.1,4.5,-3.9,-2.5,-24.4,-2.8,-3.6
Cc1cc2c(cc1[N+](=O)[O-])NC(CNC(C)C)CC2 (stereo unspecified),1.8,0.3,3.6,2.0,-6.6,-0.9,11.9,-0.6,18.4
Cc1cc(C)cc(N(CC(=O)NC2CCCC2)C(=O)CNC(=O)c2cccs2)c1,-11.0,-1.6,1.1,1.6,-1.5,-4.1,-40.9,-0.5,-1.9
COc1ccc(N(C(=O)c2ccco2)C(C(=O)NC2CCCC2)c2ccc(OC)c(OC)c2)cc1 (stereo unspecified),-18.9,-1.9,-4.0,0.4,-2.3,-1.4,-32.5,2.6,4.6
O=C(Cn1nnc(-c2ccccc2F)n1)Nc1ccc(C(=O)N2CCOCC2)cc1,1.7,-2.2,-0.9,4.4,-2.0,1.5,-16.6,-0.7,-9.1
O=C(O)C1C2C=CC(C2)C1C(=O)Nc1ccc(Cl)c(Cl)c1 (stereo unspecified),-6.5,-3.5,1.8,1.9,-0.1,-1.9,-3.7,1.6,-3.3
CCOC(=O)c1ccc(NC(=O)COc2ccc(S(=O)(=O)NC(C)CC)cc2)cc1 (stereo unspecified),-19.4,-1.2,1.8,1.4,-2.4,-1.9,-14.8,-0.8,4.5
COc1ccc(C(c2nnnn2C2CCCCC2)N2CCN(c3ccccc3F)CC2)cc1 (stereo unspecified),-28.2,0.3,3.3,-3.4,-2.6,-3.9,-1.6,5.2,-13.2
CCCCC(=O)NC(Nc1ccc(C)cn1)(C(=O)OCC)C(F)(F)F (stereo unspecified),-22.1,-2.3,-2.1,3.0,2.6,-4.1,-2.0,4.9,12.0
CCn1nc(C(=O)N[C@@H](CCSC)c2nc3ccccc3[nH]2)c2ccccc2c1=O,4.8,-2.6,2.6,5.3,-2.8,-3.9,-20.1,4.2,-9.9
CC1=NNC(=O)C1CCC(=O)N/N=C\c1cccc(Cl)c1 (stereo unspecified),0.0,-0.2,3.7,-2.1,1.8,-4.4,-3.5,3.9,6.8
CCOc1ccc(NC(=O)CS(=O)CC(=O)NC2CCCc3ccccc32)cc1 (stereo unspecified),-12.9,-3.7,4.0,-6.0,5.8,-3.1,-17.8,3.0,19.0
CSc1ccc(CN(C)C(=O)CSCC(=O)Nc2cc(C)on2)cc1,-1.5,-3.9,0.7,3.4,0.3,-4.3,-20.5,4.7,11.3
c1ccc(C2c3c(ccc4ccccc34)Oc3ncn4nc(-c5ccco5)nc4c32)cc1 (stereo unspecified),0.7,-0.8,-6.0,1.7,-7.0,-2.1,-1.0,-3.9,4.2
COc1cc2c(cc1OC)C(C)N(C(=O)CCNC(=O)c1ccccc1)CC2 (stereo unspecified),2.5,0.4,-3.7,-6.8,11.4,-0.5,-7.5,5.4,-10.3

# Laid out differently: entries from further up.
> O=C(Cn1nnc(-c2ccccc2F)n1)Nc1ccc(C(=O)N2CCOCC2)cc1
  pCIP destab: 1.7 | VIM-2 inhibitor: -2.2 | IDE inh: -0.9 | PfM18AAP inh: 4.4 | HCV NS3 hel inh: -2.0 | IMP-1 inhibitor: 1.5 | FID counter: -16.6 | IDE cell activ: -0.7 | SUMO HTRF inh: -9.1

> O=C(O)C1C2C=CC(C2)C1C(=O)Nc1ccc(Cl)c(Cl)c1 (stereo unspecified)
  pCIP destab: -6.5 | VIM-2 inhibitor: -3.5 | IDE inh: 1.8 | PfM18AAP inh: 1.9 | HCV NS3 hel inh: -0.1 | IMP-1 inhibitor: -1.9 | FID counter: -3.7 | IDE cell activ: 1.6 | SUMO HTRF inh: -3.3

> CCOC(=O)c1ccc(NC(=O)COc2ccc(S(=O)(=O)NC(C)CC)cc2)cc1 (stereo unspecified)
  pCIP destab: -19.4 | VIM-2 inhibitor: -1.2 | IDE inh: 1.8 | PfM18AAP inh: 1.4 | HCV NS3 hel inh: -2.4 | IMP-1 inhibitor: -1.9 | FID counter: -14.8 | IDE cell activ: -0.8 | SUMO HTRF inh: 4.5

> COc1ccc(C(c2nnnn2C2CCCCC2)N2CCN(c3ccccc3F)CC2)cc1 (stereo unspecified)
  pCIP destab: -28.2 | VIM-2 inhibitor: 0.3 | IDE inh: 3.3 | PfM18AAP inh: -3.4 | HCV NS3 hel inh: -2.6 | IMP-1 inhibitor: -3.9 | FID counter: -1.6 | IDE cell activ: 5.2 | SUMO HTRF inh: -13.2

# Next results.
SMILES,pCIP destab,VIM-2 inhibitor,IDE inh,PfM18AAP inh,HCV NS3 hel inh,IMP-1 inhibitor,FID counter,IDE cell activ,SUMO HTRF inh
COc1ccccc1C(=O)NC(=S)Nc1cc(C(=O)O)ccc1C,-3.7,-2.8,-1.5,4.5,-3.7,-2.8,-15.4,-1.7,-5.0
Cc1cc(=O)oc(C)c1C(=O)NNC(=O)C1(C)CC1Br (stereo unspecified),-16.6,0.6,-0.7,-8.0,-10.8,-1.9,-2.6,0.7,12.1
COc1ccccc1NC(=O)CN1CCN(Cc2ccccc2)CC1,-4.2,-4.9,-0.9,-10.0,-0.9,-3.2,-3.8,6.2,10.2
COc1ccc(Cl)cc1NC(=S)NN1CCOCC1,-14.0,-1.7,1.1,-5.3,-1.7,-2.3,-1.9,-4.6,-1.3
Cc1ccc(CN(C(=O)c2cc3ccccc3oc2=O)C2CCS(=O)(=O)C2)cc1 (stereo unspecified),-8.5,-2.4,-0.8,-3.9,-7.4,-2.4,-18.0,-4.4,27.7
CC(=O)Nc1ccc(S(=O)(=O)Nc2nc3ccccc3nc2Sc2nncn2C)cc1,-67.2,-1.7,0.5,0.6,14.2,-0.2,-10.9,-1.4,0.2
Cc1ccc(NC(=O)CN2CCc3ccccc3C2)cc1S(=O)(=O)N1CCOCC1,-5.1,-0.8,1.8,1.1,-11.1,-0.7,-14.0,2.3,-9.1
CN(CCc1ccccc1)C(=O)c1cc(COc2cccc(C(F)(F)F)c2)on1,-4.7,-0.6,.,5.5,-11.5,0.3,-24.1,2.9,-33.3
Cc1cc(S(=O)(=O)N2CCCC2C(=O)N2CCOCC2)c(C)cc1Cl (stereo unspecified),2.9,-2.5,9.0,-6.3,0.2,-0.3,-8.3,5.4,17.6
COc1cc(C)ccc1OCc1cc(C(=O)N(C)CCCN2CCOCC2)no1,10.1,2.8,-5.8,-3.0,12.9,3.4,10.7,5.0,-3.5
Cc1cc(C)c(C)c(OCC(O)CN2CCN(c3ccccn3)CC2)c1 (stereo unspecified),-6.3,-1.5,2.5,1.6,-15.7,0.3,-9.2,-2.4,1.5
COc1cc(NC(=O)CN2CCCCCC2)cc(OC)c1,-7.9,-1.1,-1.8,0.7,-8.7,-1.8,-0.1,3.7,-5.9
C=CCSc1nnc2c(n1)[nH]c1c(C)cccc12,-6.9,2.8,1.4,2.9,15.6,-1.4,-7.2,-3.1,11.2
O=C(CCCn1c(SCC(=O)NCCc2ccccc2)nc2ccccc2c1=O)NCC1CCCO1 (stereo unspecified),-4.0,-3.4,1.2,-12.2,-2.4,-1.5,-7.1,3.7,8.2
CC(=O)Nc1ccc(S(=O)(=O)NCCc2csc(C)n2)cc1,-5.0,-3.4,-0.4,-2.3,6.7,2.0,-2.6,1.7,1.8
O=C(CNS(=O)(=O)c1ccccc1)NCC(=O)OCc1ccc(Br)cc1,2.9,-1.7,5.2,6.6,0.0,-2.7,-11.5,0.0,-7.3
O=C(/C=C(\O)c1ccccc1)C(=O)NNC(=O)c1ccccc1[N+](=O)[O-],0.2,-2.6,1.5,14.1,10.4,-0.9,-11.6,-0.5,-6.0
Cc1ccccc1Nc1nnc(C)c(=O)[nH]1,7.6,-1.8,-1.7,1.1,-2.5,-0.6,-5.1,2.1,12.1
Cc1cc(C)nc(N(C#N)Cc2cccc3ccccc23)n1,-15.0,0.1,3.6,-5.2,-4.4,-1.2,-18.0,4.4,-13.0
COc1ccccc1-n1c(SCC(=O)N2CCc3ccccc32)nc2c(c1=O)SCC2,7.8,-3.1,3.0,4.5,-2.5,-3.2,-9.2,0.8,3.2
CC(=O)C1=C(C)NC(C)=C(C(C)=O)C1c1cn(-c2ccccc2)nc1-c1cccs1,1.8,0.0,1.0,1.9,-4.8,-2.4,-16.3,-1.9,5.9
CC(C)=NOc1nc(N(C)C)nc(N2CCOCC2)n1,2.7,-2.6,-1.5,3.3,11.7,-3.1,-2.3,.,19.7
O=C(c1cc2ccccc2oc1=O)N(Cc1ccccc1)C1CCS(=O)(=O)C1 (stereo unspecified),-4.0,-2.5,-1.7,4.0,6.8,-4.3,-6.1,5.9,16.4
Cc1ccc(Nc2nc(Nc3ccc(C)cc3)nc(SC3=NCCS3)n2)cc1,7.3,-2.1,-2.1,-8.1,-40.0,-4.2,-11.3,-0.5,-8.6
O=C(CSCc1ccco1)N1CCc2ccccc21,-8.0,-1.8,-3.9,2.9,7.0,-2.2,-14.1,-1.8,3.3
CCN1C(=NCCc2ccccn2)N[C@@H](c2cccc(F)c2)C(C(=O)OC)=C1C,5.9,-0.6,-3.5,1.8,13.7,-3.8,0.5,3.8,7.3
O=c1[nH]c(CN2CCN(c3ccccc3O)CC2)nc2ccccc12,3.8,-6.8,3.5,22.2,-1.0,-3.6,-5.4,-2.7,4.0
COc1ccc(OC)c(-c2csc(NC(=O)Cc3ccccc3)n2)c1,-1.2,-5.7,-2.5,2.1,-20.0,-1.6,-15.7,-4.2,-13.8
O=C(CCc1nnc2ccc(NCc3ccco3)nn12)Nc1ccccn1,-0.6,-3.5,0.4,25.8,-3.1,-1.6,-22.9,8.4,15.7
